HEK293 cAMP ctrl – parental HEK293 cAMP activation (counter-screen); actives 2.5% (n = 73,000); Potency, µM (titrated, usually from 57.1 µM), for the others: top-dose activation, usual class: activators; AID 938; parental HEK293 CNG cAMP sensor, membrane potential fluorescence; also: potency is read from the fitted curve at half-maximal effect; % of control where 0% means no effect; nearly all actives have a fitted effect of over 55% in size
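Parental HEK 293 cells stably expressing a cAMP-gated CNG channel were loaded with membrane potential dye containing 100 uM RO 20-1724 for 60 min. Compound added for 30 min; depolarization read as fluorescence intensity at 590 nm.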
Caspase-7 inhib – allosteric or competitive inhibitors of human caspase-7; P55210; recombinant caspase-7, Ac-DEVD-AFC fluorescence rate; Potency, µM (titrated, usually from 57.5 µM), for the others: top-dose activity change, negative = inhibition, actives largely listed as inhibitors; actives 0.02% (n = 75,000); AID 889; active = well fitted inhibition curve with a large enough effect in the main read-out, with a control signal flat, not every such curve was filed as active; inconclusive = small, poorly fitted or top-dose-only effect, or a change in a side signal; also: potency is read from the fitted curve at half-maximal effect; % of control where 0% means no effect
Epigenetic mod – derepresses silenced GFP locus in mouse C127i cells. AID 597. mouse C127i GFP locus derepression, cytometry, 30 h. actives 0.09% (n = 68,000). Potency, µM (titrated, usually from 46.1 µM), for inactives: at the top dose GFP derepression (activation); also: % of control where 0% means no effect
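Locus derepression in mouse mammary C127i cells whose integrated CMV-GFP reporter is normally silent; GFP expression after 30 h compound treatment was quantified by counting fluorescent cells.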
Fluorescein autfl – fluorescein region autofluorescence; Compound autofluorescence, 480/540 nm, fluorescein-equivalent; active compounds read high; max fluorescein-equivalent concentration, M; actives 0.91% (n = 59,000); AID 593; in the data active = max fluorescein-equivalent concentration above about 10 nM; inconclusive = between about 1.1 nM and that limit
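Compounds were pin-transferred into 100 mM Tris buffer, pH 8.0, and incubated 15 min at room temperature. Fluorescence was read at 480 nm excitation/540 nm emission. Signals were normalized to an on-plate six-point fluorescein standard curve as dye-equivalent concentration.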
4MU fluor – compounds fluorescent in 4-MU spectral region. compound autofluorescence, 340/450 nm, 4-MU equivalents; active compounds read high. max dye-equivalent concentration, M. actives 11% (n = 59,000); in the data active = max dye-equivalent concentration above about 10 nM; inconclusive = mostly about 1.1 nM to 9.6 nM
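Intrinsic fluorescence at 340/450 nm (ex/em) was read after 15 min at room temperature in pH 8.0, 100 mM Tris. Each compound concentration expressed as 4-MU-equivalent concentration from a six-point 4-MU standard series on each plate.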
USP2a inh – inhibitors of human ubiquitin-specific protease USP2a; AID 927; O75604; Potency, µM (highest dose often 38.3 µM), without a hit: at the top dose activity change, negative = inhibition, usual class: inhibitors; actives 0.1% (n = 60,000); USP2a enzymatic assay, qHTS inhibition;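 also: potency is read from the fitted curve at half-maximal effect; nearly all actives have a fitted effect of over 60% in size; plate controls were DMSO for no effect and NEM full inhibition control for full effect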
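20 nM USP2 core + cpd, 30 min RT; add 20 nM Ub-PLA2/20 uM NBD C6-HPC; read Ex460/Em535 at 0 h and 2.5 h. Normalized to NEM; qHTS curve fit/classification.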
A350 autofl – compound fluoresces in the Alexa 350 spectral region; AID 590; actives 11% (n = 59,000); Compound autofluorescence, 340/450 nm, Alexa 350 dye-equivalents; active compounds read high; max dye-equivalent concentration, M; in the data active = max dye-equivalent concentration above about 10 nM; inconclusive = mostly about 1.1 nM to 9.6 nM
BRCT PPI red – disrupts BRCA1 BRCT binding to phosphoprotein, red fluorophore readout; BRCT-phosphopeptide binding, red fluorescence polarization; Potency, µM (titrated, usually from 76.9 µM), for inactives: at the highest dose activity change, negative = inhibition, hits mostly inhibitors; actives 0.03% (n = 75,000); AID 892; also: % is scaled to controls: 0 for no effect and ±100 for the full control effect
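Rhodamine-labelled pBACH1 10-mer (100 nM) bound to BRCT domain (100 nM) at pH 7.3; compounds incubated 12 min room temperature, polarization read. Free peptide defines full inhibition; unlabelled decapeptide titrated as control.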
Casp1 inh – caspase-1 (human) inhibition, allosteric or competitive; P29466; Caspase-1 enzyme, Ac-WEHD-AFC fluorogenic rate; Potency, µM (series often up to 57.5 µM), without a hit: at the top dose activity change, negative = inhibition, hits mostly inhibitors; actives 0.03% (n = 75,000); AID 900;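 also: potency is read from the fitted curve at half-maximal effect; plate controls were vehicle for no effect and no substrate for full effect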
BRCT inh green – blocks human BRCA1 BRCT binding to phosphopeptide, green readout; Potency, µM (series often up to 76.9 µM), inactives show top-dose activity change, negative = inhibition, hits mostly inhibitors; BRCA1 BRCT-phosphopeptide binding, green fluorescence polarization; P38398; AID 875; actives 0.05% (n = 75,000);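 also: potency is read from the fitted curve at half-maximal effect; plate controls were peptide without protein for full effect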
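Compounds were incubated for 12 min at room temperature with a complex of 100 nM fluorescein-tagged pBACH1 decapeptide and 250 nM His-tagged BRCT protein. Buffer was phosphate pH 7.3 with EDTA, DTT and Tween 20. Disruption of binding lowers the polarization signal.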
Ub-GFP proteasome – proteasome inhibitors stabilizing ubiquitin-GFP reporter; Ubiquitin-GFP reporter cells, proteasome inhibition, GFP fluorescence; response scale: untreated = 0%, 10 µM MG-132 = 100%; Potency, µM (series often up to 45.9 µM), for inactives: top-dose activation (GFP accumulation), usual class: activators; AID 526; 67,000 tested, under 10 active; active = well fitted activation curve with a large enough effect, not every such curve was filed as active; inconclusive = small, poorly fitted or top-dose-only effect, or another doubt; inactive = no such curve, though single readings can be large or run the other way; also: potency is read from the fitted curve at half-maximal effect
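Proteasome block read as GFP accumulation: ubiquitin(G76V)-GFP U2OS cells exposed to compound (2.9 nM–46 uM) for 4 hr at 37 C. Normalization used untreated cells as 0% and 10 uM MG-132 as 100%; concentration-response curves fitted.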
Starred values were filed as active, the others as inactive; i = inactive; ? = inconclusive; / = not tested or not shown; [ ] = remark or other dose. Unless noted, calls follow the shape of the dose curve; as a rule, active = well fitted curve in the direction sought with a large enough effect; inconclusive = small, poorly fitted or top-dose-only effect, or another doubt; inactive = no such curve, though single readings can be large; an effect the other way counts as inactive or inconclusive. The list is partial (hit frequency here may not be typical).

A first look (2 entries):
SMILES	HEK293 cAMP ctrl	Caspase-7 inhib	Epigenetic mod	Fluorescein autfl	4MU fluor	USP2a inh	A350 autofl	BRCT PPI red	Casp1 inh	BRCT inh green	Ub-GFP proteasome
Cc1ccc(C)c(S(=O)(=O)Nc2ccc(S(=O)(=O)Nc3onc(C)c3C)cc2)c1	10%	0%	0%	?	i	5%	i	0.4%	0%	-2.1%	2%
CCn1c(SCC(=O)Nc2ccccc2N2CCCCC2)nc2c1c(=O)n(C)c(=O)n2C	16µM*	-1%	-2%	i	i	6%	i	-1.5%	0%	0.0%	-1%

This part in full (from the top)
SMILES	HEK293 cAMP ctrl	Caspase-7 inhib	Epigenetic mod	Fluorescein autfl	4MU fluor	USP2a inh	A350 autofl	BRCT PPI red	Casp1 inh	BRCT inh green	Ub-GFP proteasome
Cc1ccc(C)c(S(=O)(=O)Nc2ccc(S(=O)(=O)Nc3onc(C)c3C)cc2)c1	10%	0%	0%	?	i	5%	i	0.4%	0%	-2.1%	2%
CCn1c(SCC(=O)Nc2ccccc2N2CCCCC2)nc2c1c(=O)n(C)c(=O)n2C	16µM*	-1%	-2%	i	i	6%	i	-1.5%	0%	0.0%	-1%
CCn1cnc2sc(C(=O)N(Cc3ccc(N(C)C)cc3)Cc3ccco3)c(C)c2c1=O	4%	-1%	1%	i	?	14%	?	1.1%	-3%	1.7%	-11%
CCOC(=O)CNc1c(N2CCN(c3ccccn3)CC2)c(=O)c1=O	3%	3%	/	/	/	/	/	-2.1%	0%	-0.4%	9%
Nc1cc(=O)nc(SCC(=O)NC2CCCCC2)n1-c1ccccc1	0%	0%	-3%	i	i	-1%	i	1.3%	-1%	-3.0%	1%
CC(C)(Oc1ccc(Cl)cc1)C(=O)NCc1ccncc1	2%	1%	-3%	i	i	5%	i	0.1%	0%	-2.5%	5%
O=C(c1ccncc1)N1CCC2(CCCN(c3ccccn3)C2)CC1	?	0%	2%[9.22 µM]	i	i	17%	i	-1.1%	-3%	3.6%	-7%
O=C(NCc1ccco1)c1ccc(Br)s1	1%	-1%	/	/	/	/	/	-0.9%	-4%	-0.7%	/
CCN(CC)CCCNC(=O)c1cc(-c2cccc(Cl)c2)on1	18%	-1%	-1%	i	i	10%	i	0.2%	-1%	1.2%	-13%
CCSCCNC(=O)c1cncc(Br)c1	2%	0%	0%	?	i	3%	i	-1.3%	-1%	-0.1%	8%
CCN1CCN(C(=O)c2oc(=O)c3ccccc3c2-c2ccc(C)cc2)CC1	12%	-5%	-2%	/	/	/	/	-0.2%	-2%	-0.5%	3%
CC1CCCCN1C(=O)c1ccc(S(=O)(=O)N2CCCCC2C)cc1 (stereo not drawn)	16%	0%	2%	/	/	3%	/	1.1%	-2%	-0.6%	7%
CC(C)C12CN3CC(C(C)C)(CN(C1)C3c1ccccc1)C2O (stereo not drawn)	?	-1%	0%	/	/	11%[7.66 µM]	/	-1.7%	-1%	-0.7%	8%[9.17 µM]
Cc1ccc(N2CC(C(=O)OCc3ccccc3F)CC2=O)cc1 (stereo not drawn)	21%	-6%	5%	i	i	-3%	i	0.4%	0%	1.2%	0%
COC(=O)c1ccc(CSc2ncnc3sc(C)c(C)c23)o1	?	0%	-1%	i	i	0%	i	0.0%	2%	0.2%	-16%
O=C(NCc1ccccc1)C1CCN(S(=O)(=O)c2cccc3cccnc23)CC1	-1%	-1%	-1%	/	/	/	/	-1.6%	-1%	1.2%	0%
COc1cc(OC)cc(C(=O)N(CN2CCCC2=O)c2ccccc2OC)c1	9%	0%	-2%	?	i	0%	i	-2.5%	2%	1.1%	-7%
N#Cc1c(C(F)(F)F)cc(-c2ccco2)nc1SCc1ccccn1	32µM*	-19%	?	?	2.9e-07M*	21%	4e-07M*	-0.4%	-16%	14%	-4%
O=c1cc(CSc2ccccn2)nc(N2CCN(c3ccccc3)CC2)[nH]1	6%	-1%	2%	i	?	5%	?	1.3%	1%	-1.8%	-2%
c1cncc(-c2nc3c4ccccc4nc(N4CCC(N5CCCCC5)CC4)n3n2)c1	7%	-1%	2%	i	i	-19%	i	-1.9%	0%	-1.0%	13%
CC(C)=NO[C@@H](C)CN1CCCc2nc(C)c(C)cc21	4%[11.4 µM]	-14%[11.5 µM]	/	/	/	/	/	-2.0%[15.4 µM]	-8%[11.5 µM]	-4.4%[15.4 µM]	/
COc1cccc(-c2csc(NC(C)=O)n2)c1	2%	-1%	-3%	i	i	-7%	?	-0.5%	-1%	-3.0%	5%
CC(C)(C)NC(=O)C(c1ccco1)N(C(=O)c1ccc(CN2CCOCC2)o1)c1ccccc1 (stereo not drawn)	5%	1%	0%	i	i	6%	i	1.5%	0%	-1.4%	2%
Nc1ncnc2c1CCC2	2%	-1%	9%	i	i	-7%	i	0.4%	0%	-0.1%	-2%
CCOC(=O)c1c(COC(=O)c2ccco2)nc2ccccc2[n+]1[O-]	3%	-1%	5%	i	i	4%	i	-0.2%	-2%	-2.8%	2%
Oc1cccc(O)c1	27%	2%	/	/	/	-3%	/	-2.0%	-3%	-0.5%[3.08 µM]	/
CCn1cc(C2=NOC(C(=O)O)C2)c(C)n1 (stereo not drawn)	17%	0%	/	/	/	/	/	-0.6%	-2%	-0.1%	/
Cc1ccccc1-n1c(-c2ccncc2)n[nH]c1=S	4%	-2%	5%	i	i	4%	i	1.1%	0%	-0.4%	21%
O=C(CSc1nc2c(c(=O)n1-c1ccc(Cl)cc1)SCC2)Nc1ccc2c(c1)OCCO2	2%	-3%	/	/	/	/	/	-0.1%	-5%	-0.8%	-2%
Cc1noc(C)c1CSc1nc2ccccc2c(=O)n1-c1ccccc1	10µM*	-2%	-2%	i	i	12%	i	0.0%	-3%	2.5%	-1%
COc1ccc(/C=C/NC(=O)c2ccc(OC)cc2)cc1	-3%[11.4 µM]	0%[11.5 µM]	/	/	/	/	/	0.7%[15.4 µM]	-2%[11.5 µM]	-1.2%[15.4 µM]	/
O=C(Nc1nnc(-c2ccccc2)s1)c1ccc(Cl)c(S(=O)(=O)N2CCOCC2)c1	11%[11.4 µM]	1%	-2%	/	/	0%[7.66 µM]	/	0.1%	0%	-2.7%	29%[9.17 µM]
COc1ccc(NC(=O)N2CCCC3(CCN(C(C)=O)CC3)C2)cc1	35%	0%	0%[9.22 µM]	?	i	-3%	i	0.0%	1%	-1.2%	-3%
CCC(C)Sc1nnc(-c2c[nH]c3ccccc23)n1CCOC (stereo not drawn)	?	-3%	0%	i	i	14%	?	-0.9%	-1%	-2.6%	/
CC1(C)NC(=O)N(CN2C(=O)NC(C)(C)C2=O)C1=O	12%	2%	12%	i	i	/	i	-0.8%	1%	-2.6%	4%
c1ccc(CNc2nc(-c3cccnc3)nc3ccccc23)cc1	?	-2%	0%[9.22 µM]	i	i	29%	i	1.5%	-4%	3.7%	2%
CC(C)(C)c1ccccc1NC(=O)c1ccco1	1%	0%	0%	?	i	4%	i	0.7%	4%	-1.1%	3%
COc1ccc(NC(=O)c2cc3ccccn3n2)cc1	19%	0%	0%	/	/	/	/	-0.4%	1%	1.4%	-7%
OCc1nn2c(c1Br)NC(c1ccccc1)CC2C(F)(F)F (stereo not drawn)	-6%	1%	-2%	?	i	4%	i	-0.4%	1%	-4.8%	-5%
O=C(CSc1nc2cc(S(=O)(=O)N3CCOCC3)ccc2o1)NC1CCCc2ccccc21 (stereo not drawn)	27%	-1%	4%	i	i	38%[activator]	i	-0.3%	0%	1.8%	1%
COc1ccc(OCCCN2CCCC(C)C2)cc1 (stereo not drawn)	10%	-1%	0%	i	i	-12%	i	-4.1%	0%	-2.7%	2%
CCOc1ccc(-n2c(Cc3cc(=O)[nH]c(=O)[nH]3)nnc2SCC(=O)NC2CCCC2)cc1	-3%	-1%	/	/	/	/	/	0.0%	-4%	-0.8%	6%
CCOC(=O)Nc1ccc(C(=O)NCC2CCCO2)cc1 (stereo not drawn)	2%	-1%	-2%	i	i	-2%	i	1.5%	-1%	-1.4%	-3%
CC1CCN(C(=O)CCNS(=O)(=O)c2ccccc2)CC1	11%	0%	1%	?	i	-10%	i	-0.6%	5%	-3.2%	-4%
O=C(OCCN1CCCC1)C1(c2ccccc2)CCCC1	7%	-1%	0%	i	i	-2%	i	-0.5%	-2%	0.7%	-4%
CCOc1ccc(S(=O)(=O)NCc2ccco2)c2ccccc12	?	-2%	0%	/	/	25%	/	1.7%	-1%	-4.0%	1%
COC(=O)Nc1ccc(OCc2ccccc2)cc1	2%	-1%	6%	i	i	0%	i	-1.8%	0%	-4.4%	-4%
CCCCn1c(SCC(=O)N2CCCc3ccccc32)nc2c1c(=O)n(C)c(=O)n2C	?	2%	-2%	i	i	38%[activator]	i	0.1%	0%	-0.9%	3%
COc1ccc(Br)c(C(=O)Nn2c(C)nc3ccccc3c2=O)c1	?	3%	0%	i	i	-5%	i	0.8%	-1%	0.7%	13%
NC(=O)COc1ccc2c3c(c(=O)oc2c1)CCCCC3	-1%	-1%	3%	?	2.6e-08M*	-12%	2.9e-08M*	-0.9%	-5%	-1.1%	-3%

High-throughput results (PubChem)
